Assay outcomes: PubChem, several laboratories
SUMO1 PPI mod – modulators of SUMO1 protein-protein interactions, primary screen, biochemical, uHTS; Small ubiquitin-related modifier 1 (Homo sapiens), P63165; SUMO1 binding to a labelled peptide, TR-FRET, 1 h; inhibition, % at 20 µM; 360,000 compounds, 0.33% hits; AID 602429, 2012; in the data active = inhibition above about 37%
Target sequence (P63165 whole entry, looked up): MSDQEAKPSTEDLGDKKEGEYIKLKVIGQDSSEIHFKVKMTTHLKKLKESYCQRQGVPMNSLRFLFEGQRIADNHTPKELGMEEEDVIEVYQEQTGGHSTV
DNMT1 inh – human DNMT1 methyltransferase inhibitors, primary screen, biochemical, molecular beacon, fluorescence, HinP1I cleavage, uHTS; DNA (cytosine-5)-methyltransferase 1 (Homo sapiens), P26358; inhibition (reported as % activation of signal), % at 10 µM; 360,000 compounds, 0.83% hits; in the data active = inhibition above about 50%
NRP1-CendR mod – modulators of CendR peptide binding to NRP-1, primary screen, biochemical, fluorescence polarization, uHTS; Neuropilin-1 (Homo sapiens), O14786; FAM-RPARPAR peptide binding to NRP-1; inhibition, % at 25 µM; 360,000 compounds, 0.85% hits; AID 602438, 2012;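 active = inhibition or corrected inhibition above about 18%, plus a signal ratio from 0.5 to 1.5, limit read from the data, passing the limit was not always enough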; also: strong numbers were not always called active
SKN-1 block – suppressors of acrylamide-induced Pgst-4::GFP reporter in worms, primary screen, SKN-1 inhibitor project, whole organism, uHTS, GFP/RFP fluorescence ratio, strain VP596. 360,000 compounds, 0.49% hits. inhibition, % at 21.8 µM. AID 624304, 2012. C. elegans VP596 Pgst-4::GFP/RFP ratio, 24 h;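 active = interference check ratio from 0.5 to 1.5 plus GFP to RFP signal ratio inhibition reaching or exceeding a fixed threshold, cut at about 30% in these data, passing the limit was not always enough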; also: some compounds called inactive have numbers as strong as hits
Scp1 inh – Scp-1 phosphatase inhibitors, primary screen, biochemical, colorimetric, uHTS; Carboxy-terminal domain RNA polymerase II polypeptide A small phosphatase 1 (Homo …; Recombinant Scp1, phosphopeptide, malachite green phosphate absorbance; inhibition, % at 20 µM; 340,000 compounds, 0.88% hits; AID 493091, 2011;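 active = inhibition above about 50% at 20 µM, limit read from the data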;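 also: plate controls were DMSO wells with enzyme for no effect and wells lacking enzyme for full effect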
Target sequence (Q9GZU7 76-261 limits assumed): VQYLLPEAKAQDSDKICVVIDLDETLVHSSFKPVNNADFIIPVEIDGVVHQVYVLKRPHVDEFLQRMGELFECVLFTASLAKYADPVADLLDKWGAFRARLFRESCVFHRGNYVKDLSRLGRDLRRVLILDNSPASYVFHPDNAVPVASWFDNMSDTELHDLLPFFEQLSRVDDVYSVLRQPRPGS
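System: SCP-1 catalytic domain; Reagent: Phospho 17-mer peptide substrate; Doses: one concentration, 20 µM, with 1.0% DMSO; Incubation: 45 min room-temperature reaction, 5 min colour, 30 min stabiliser; Signal: Phosphate-binding colour reagent, absorbance read at 630 nm.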
STEP block – STEP phosphatase inhibitors, primary screen, biochemical, fluorescence intensity, uHTS | AID 588621, 2011 | inhibition, % at 20 µM | Tyrosine-protein phosphatase non-receptor type 5 (Homo sapiens), P54829 | recombinant STEP, OMFP fluorogenic substrate | 360,000 compounds, 0.25% hits;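 active = inhibition at 20 µM, scaled per plate between control wells, above about 37%, limit read from the data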;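 also: 0% = DMSO with enzyme and substrate and 100% = substrate only without enzyme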
Target sequence (P54829 whole entry, looked up): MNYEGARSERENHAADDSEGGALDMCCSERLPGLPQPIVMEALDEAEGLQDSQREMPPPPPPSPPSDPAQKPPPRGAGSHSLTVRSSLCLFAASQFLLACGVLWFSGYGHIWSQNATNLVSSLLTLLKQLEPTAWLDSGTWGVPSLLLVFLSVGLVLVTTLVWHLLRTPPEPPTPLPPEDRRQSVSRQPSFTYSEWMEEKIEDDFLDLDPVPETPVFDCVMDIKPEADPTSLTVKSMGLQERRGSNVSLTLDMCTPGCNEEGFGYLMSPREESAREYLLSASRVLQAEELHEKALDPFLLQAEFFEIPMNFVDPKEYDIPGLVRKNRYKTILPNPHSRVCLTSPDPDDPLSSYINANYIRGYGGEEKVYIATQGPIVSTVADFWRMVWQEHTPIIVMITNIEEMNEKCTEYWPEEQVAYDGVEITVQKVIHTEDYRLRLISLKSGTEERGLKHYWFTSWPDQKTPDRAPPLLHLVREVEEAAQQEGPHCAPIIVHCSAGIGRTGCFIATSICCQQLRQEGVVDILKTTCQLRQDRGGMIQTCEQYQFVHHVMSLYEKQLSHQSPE
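Assay system: isolated STEP enzyme / Timing: 20 min at room temperature, dark / Doses: 20 µM, 1% DMSO / Technique: fluorescence intensity, excitation 480 nm, emission 540 nm / Reagent: fluorogenic phosphatase substrate OMFP at 25 µM final / Measure: percent inhibition scaled to no-enzyme and uninhibited-enzyme controls, plate-pattern corrected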
NadD block – inhibitors of S. aureus NadD, primary screen, biochemical, colorimetric, uHTS | Nicotinate-nucleotide adenylyltransferase NadD (Staphylococcus aureus N315) | purified NadD enzyme, colorimetric absorbance read-out | inhibition, % at 20 µM | 360,000 compounds, 0.78% hits | AID 602399, 2012; in the data active = inhibition above about 26%; also: some compounds past the cut are filed as inactive
Tb MetRS inh – T. brucei MetRS inhibitors, primary screen, biochemical, luminescence; purified T. brucei MetRS, ATP depletion, Kinase-Glo luminescence; inhibition, % at 11.9 µM; 360,000 compounds, 0.4% hits;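 active = inhibition above a per-plate cutoff of the control wells' mean inhibition plus 3 SD, cut at about 5.5% in these data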;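 also: 0% = DMSO wells median and 100% = median of wells with control inhibitor compound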
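Dosing: 11.9 µM single point; system: parasite MetRS enzyme; technique: luminescence of leftover ATP; times: 15 min enzyme-compound preincubation, 2 h reaction, 10 min detection, 25 °C; replicates: each compound tested once; read-out basis: percent inhibition relative to median high and low control wells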
LMPTP block – LMPTP phosphatase inhibitors, primary screen, biochemical, fluorescence intensity, uHTS | Low molecular weight phosphotyrosine protein phosphatase (Homo sapiens), P24666 | inhibition, % at 20 µM | 360,000 compounds, 0.22% hits | recombinant LMPTP-A, OMFP fluorogenic substrate;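 active = compounds that cut the enzyme signal by at least half of the control window in the single-dose screen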;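 also: plate controls were DMSO wells with enzyme plus substrate for no effect and substrate without enzyme for full effect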
Target sequence (P24666 whole entry, looked up): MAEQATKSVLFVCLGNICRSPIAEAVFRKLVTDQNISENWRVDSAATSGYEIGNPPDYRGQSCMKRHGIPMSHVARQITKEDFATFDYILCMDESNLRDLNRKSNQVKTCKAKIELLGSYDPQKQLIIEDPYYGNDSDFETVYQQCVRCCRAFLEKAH
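Material: LMPTP-A; amount: 0.625 nM enzyme; doses: single 20 µM dose; times: reaction 50 min, room temperature, dark; technique: fluorescence intensity of OMFP turnover product; benchmarks: no-enzyme and uninhibited controls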
Neddylation inh – inhibitors of cullin neddylation, primary screen, biochemical, TR-FRET, uHTS, NAE and Ubc12. NEDD8-conjugating enzyme Ubc12 (Homo sapiens) + NEDD8-activating enzyme E1 regulatory …. 360,000 compounds, 0.58% hits. calls only at 25 µM; in the data active = inhibition above about 36%
* marks the source's active call; other numbers are inactive results; i = inactive; nt = not tested or not shown.

Start of the data: the first three compounds as a preview:
SMILES	SUMO1 PPI mod	DNMT1 inh	NRP1-CendR mod	SKN-1 block	Scp1 inh	STEP block	NadD block	Tb MetRS inh	LMPTP block	Neddylation inh
COc1ccccc1NC(=O)N1CCOCC1	-1	3	12	-8	-19	-2	-7	0.5	-0.1	i
COc1ccc(C=O)cc1Cn1cnc2c(cnn2C)c1=O	-1	2	-14	4	1	-2	-2	2.0	-0.6	i
Cc1ccc(S(=O)(=O)NC(CC(=O)n2nc(C)cc2C)c2ccccc2)cc1 (stereo unspecified)	1	-2	9	-23	-3	-2	0	-0.5	-0.1	i

All compounds of this part (from the top)
SMILES	SUMO1 PPI mod	DNMT1 inh	NRP1-CendR mod	SKN-1 block	Scp1 inh	STEP block	NadD block	Tb MetRS inh	LMPTP block	Neddylation inh
COc1ccccc1NC(=O)N1CCOCC1	-1	3	12	-8	-19	-2	-7	0.5	-0.1	i
COc1ccc(C=O)cc1Cn1cnc2c(cnn2C)c1=O	-1	2	-14	4	1	-2	-2	2.0	-0.6	i
Cc1ccc(S(=O)(=O)NC(CC(=O)n2nc(C)cc2C)c2ccccc2)cc1 (stereo unspecified)	1	-2	9	-23	-3	-2	0	-0.5	-0.1	i
CCCn1nnnc1-c1ccc(Cl)cc1	0	0	0	5	-1	-2	-5	0.1	-1.1	i
COc1cccc(C(=O)SC2=NCCS2)c1	2	-2	10	6	-7	2	-3	-1.0	-0.4	i
O=C1NC(=O)C(c2ccc(F)cc2)N1 (stereo unspecified)	-6	-2	14	21	-4	3	5	-1.0	-0.5	i
Nc1ncnc2c1ncn2[C@@H]1O[C@H](C(=O)N2CCN(Cc3ccccn3)CC2)[C@@H](O)[C@H]1O	0	-5	2	16	nt	-1	-3	0.1	-1.6	i
Cc1ccc(CNC(=O)CC2Sc3ccccc3NC2=O)cc1 (stereo unspecified)	-2	0	4	6	-5	0	-1	-0.6	-0.2	i
O=C(NCCC1CCCC1)c1cccs1	-2	1	10	19	-4	2	9	0.1	0.3	i
O=C1NC(=O)C(=O)N1	-2	2	-14	0	-11	-2	-2	-0.5	-1.9	i
COc1ccc(S(=O)(=O)N(C)C[C@H]2Oc3ccc(NC(=O)C4CCCCC4)cc3C(=O)N([C@H](C)CO)C[C@@H]2C)cc1	12	6	10	-3	-2	1	-3	-0.5	-0.9	i
CC(=O)O[C@@H]1[C@H]2[C@@H](C[C@@H](C)[C@@H]3CCC(=O)[C@@]13C)OC(=O)[C@@H]2C	3	2	18	-9	-6	-1	-3	-0.3	-0.1	i

An excerpt from above in order of the LMPTP block value, high to low.
| SMILES | SUMO1 PPI mod | DNMT1 inh | NRP1-CendR mod | SKN-1 block | Scp1 inh | STEP block | NadD block | Tb MetRS inh | LMPTP block | Neddylation inh |
| --- | --- | --- | --- | --- | --- | --- | --- | --- | --- | --- |
| COc1cccc(C(=O)SC2=NCCS2)c1 | 2 | -2 | 10 | 6 | -7 | 2 | -3 | -1.0 | -0.4 | i |
| CCCn1nnnc1-c1ccc(Cl)cc1 | 0 | 0 | 0 | 5 | -1 | -2 | -5 | 0.1 | -1.1 | i |
| O=C1NC(=O)C(=O)N1 | -2 | 2 | -14 | 0 | -11 | -2 | -2 | -0.5 | -1.9 | i |

Individual results from above.
Reading of Cc1ccc(S(=O)(=O)NC(CC(=O)n2nc(C)cc2C)c2ccccc2)cc1 (stereo unspecified) in SKN-1 block: -23
Reading of CC(=O)O[C@@H]1[C@H]2[C@@H](C[C@@H](C)[C@@H]3CCC(=O)[C@@]13C)OC(=O)[C@@H]2C in SKN-1 block: -9
Reading of COc1cccc(C(=O)SC2=NCCS2)c1 in Scp1 inh: -7
Reading of COc1ccc(S(=O)(=O)N(C)C[C@H]2Oc3ccc(NC(=O)C4CCCCC4)cc3C(=O)N([C@H](C)CO)C[C@@H]2C)cc1 in STEP block: 1
Reading of Nc1ncnc2c1ncn2[C@@H]1O[C@H](C(=O)N2CCN(Cc3ccccn3)CC2)[C@@H](O)[C@H]1O in SUMO1 PPI mod: 0

Next results
SMILES	SUMO1 PPI mod	DNMT1 inh	NRP1-CendR mod	SKN-1 block	Scp1 inh	STEP block	NadD block	Tb MetRS inh	LMPTP block	Neddylation inh
CN(CC(=O)Nc1ccc(Cl)cc1)C(=O)C1=COCCO1	-1	4	-1	17	-6	-3	5	-0.3	-0.2	i
CC(=O)Nc1ccc(S(=O)(=O)NCc2cn3ccsc3n2)cc1	-3	-3	10	1	0	-1	3	-0.6	-0.2	i
CCOCCc1c(O)nc(SCC(=O)N2CCOCC2)[nH]c1=O	3	-1	4	-3	-6	1	-6	-0.8	-1.1	i
Cc1ccc(NC(=O)COc2coc(CN3c4ccccc4CC3C)cc2=O)c(C)c1 (stereo unspecified)	5	-1	8	9	1	2	2	-0.3	2.1	i
O=C(COC(=O)CCc1c[nH]c2ccccc12)Nc1cc([N+](=O)[O-])ccc1Cl	-23	-7	-16	15	-13	15	-7	0.0	2.9	i
O=C(C(=Cc1ccccc1)CN1CCCCC1)c1ccccc1	3	7	1	13	5	1	-2	-0.5	-1.0	i
CCn1c(=O)c2ccccc2n(Cc2cccc(C)c2)c1=O	2	8	-11	8	-2	0	-3	-0.8	-3.1	i
O=C(Cn1nc(-c2ccc(F)cc2)ccc1=O)Nc1ccc2c(c1)OCCO2	-13	3	2	-4	-4	-2	-9	-0.1	0.1	i
O=c1[nH]c(NCc2ccccc2)nc2c1CCC2	-2	9	0	16	11	0	-6	-0.8	-0.8	i
COc1cccc(OCC(O)CNC(=O)c2oc3ccc(C)cc3c2C)c1 (stereo unspecified)	1	-1	2	1	-16	-2	-7	-0.5	-0.4	i
O=C(C1Cc2ccccc2CN1S(=O)(=O)c1ccccc1[N+](=O)[O-])N1CCOCC1 (stereo unspecified)	-7	3	14	14	3	-3	0	-0.1	-0.6	i
Cc1ccc(NCN2C(=O)c3ccccc3C2=O)c(C)c1	-4	3	-1	5	10	0	6	0.9	-3.4	i
Nc1[nH]ncc1C(=O)Nc1cccc(C(F)(F)F)c1	8	-3	-9	11	3	-1	-2	0.2	-1.3	i
Cc1ccc(S(=O)(=O)C(CCC(=O)N2CCOCC2)S(=O)(=O)c2ccc(C)cc2)cc1	0	-1	-2	-33	-5	-1	-3	-0.8	0.1	i
O=C(NNC(=O)c1cc2cc3ccccc3nc2s1)c1cccc(C(F)(F)F)c1	0	51*	15	27	75*	29	16	-0.9	28	i
C=CCNc1nc(C(=O)OCC(=O)Nc2ccccc2C(F)(F)F)cs1	5	1	-1	4	-7	2	2	-0.5	-1.2	i
CCOC(=O)c1c(NC(=O)CSc2nnc(C)c(=O)[nH]2)sc(C)c1-c1ccc(C)cc1	38*	-3	-28	1	-5	3	15	-0.3	2.1	i
CCN1CCSc2ccc(C(=O)NCc3cccc(Br)c3)cc21	2	-3	-1	9	-11	0	3	4.4	4.2	i
O=S(=O)(O)c1nc2ccccc2n1Cc1ccc(Cl)cc1Cl	1	-2	-10	6	12	-4	6	-0.6	0.9	i
CC(C)c1ccc(NC(=O)CSc2nc(=O)[nH]c3c2CCCC3)cc1	3	-1	-8	9	2	2	-3	-0.4	0.7	i
CCOC(=O)c1c(C)nc(-c2ccccc2)nc1NC(C)=O	0	2	-24	2	5	-5	-5	-1.2	-0.6	i
Cc1cc(C)nc(Oc2ccc([N+](=O)[O-])cc2)n1	-22	0	-6	12	-10	-2	-4	-1.1	-1.5	i
Cc1ccc(C)c(CNS(=O)(=O)c2ccc3c(c2)C(C)(C)C(=O)N3C)c1	-1	0	9	-5	0	0	-8	0.3	-0.8	i
COC(=O)c1cc(NC(=O)CC2C(=O)NCCN2C(=O)c2ccccc2)cc(C(=O)OC)c1 (stereo unspecified)	1	0	-12	-12	3	1	-3	-1.4	-1.2	i
Cc1ccccc1OCC(=O)Nc1ccc2c(c1)C(=O)N(CCC(=O)O)C2=O	0	0	4	-8	-2	-2	-2	-0.6	0.9	i
CC(Oc1cccc2cccnc12)C(=O)N/N=C/c1ccc2c(c1)OCO2 (stereo unspecified)	-17	5	-5	-8	-7	1	2	-0.2	-0.1	i
COc1cccc(NC(=O)C2CCCN2C(=O)Nc2ccccc2)c1 (stereo unspecified)	7	-1	-9	7	-2	0	-3	-0.3	0.5	i
CC(CN1CCCCC1)OC(=O)c1ccc2c(c1)OCCO2 (stereo unspecified)	0	2	-3	5	-1	0	-5	-0.4	-0.3	i
CC1(C(=O)NS(=O)(=O)C2CC2)CCCN(C(=O)c2cccnc2Oc2ccccc2)C1 (stereo unspecified)	-1	5	10	-15	nt	0	-5	-0.1	-0.4	i
O=C1C(CN2CCCC2)CCCC1CN1CCCC1 (stereo unspecified)	-11	-32	-1	8	5	-4	3	-0.4	-2.6	i
O=C(CN1CCN(S(=O)(=O)c2ccc(F)c(Cl)c2)CC1)N1CCc2ccccc2C1	-1	-5	5	10	-5	1	9	-0.3	0.0	i
CCCC(c1nnnn1Cc1ccc(F)cc1)N1CCN(CC)CC1 (stereo unspecified)	-1	4	6	6	-6	-3	1	0.0	-2.6	i
COC(=O)CCSCC(=O)Nc1cc(C)on1	-1	3	3	0	-3	-6	1	-1.3	-2.1	i
c1csc(-c2ccc3ccccc3n2)c1	-14	22	2	43*	-3	1	4	-0.3	1.4	i
Cc1cccc(-n2nnnc2SCC(=O)c2cc(C)n(CC3CCCO3)c2C)c1 (stereo unspecified)	-2	-11	-3	21	-4	1	-5	-0.2	0.8	i
O=C(N=C1SC2CS(=O)(=O)CC2N1c1c(Cl)cccc1Cl)C1CC1 (stereo unspecified)	5	0	6	12	-1	-1	-2	-0.7	-1.7	i
CC(=O)Nc1cc(-c2ccncc2)cn2c(-c3ccccc3)cnc12	-27	-2	-20	19	nt	0	-1	-0.2	-0.5	i
